# Anesthetic bind: qHTS Assay for Identification of Novel General Anesthetics; AID 485281, 2010; Potency, µM (top dose mostly 77.5 µM), without a hit: at the top dose activity change, negative = displacement, hits mostly inhibitors; 0.074% of 350,000 active; apoferritin/1-aminoanthracene competitive binding, fluorescence; further: potency means the concentration at half of the fitted maximal effect; on the % scale 0 is the no-effect control and ±100 the full control effect; nearly all actives have a fitted effect of over 20% in size
#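 Steps: apoferritin (10 uM) was premixed with half-saturated 1-AMA in PBS, compounds were pin-transferred, plates stood 10 min at room temperature, fluorescence was read at 380/535 nm, and curves were fitted with a Hill equation.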
# 12-LOX inh: Primary qHTS assay for inhibitors of human arachidonate 12S-lipoxygenase (ALOX12): Round 2 | AID 1671190, 2021 | 1.1% of 580,000 active | purified 12hLO, xylenol orange hydroperoxide absorbance | Potency, µM (titrated, usually from 108 µM), for inactives: top-dose activity change, negative = inhibition, hits mostly inhibitors | Polyunsaturated fatty acid lipoxygenase ALOX12 (Homo sapiens), P18054; further: potency means the concentration at half of the fitted maximal effect; on the % scale 0 is the no-effect control and ±100 the full control effect
# Target sequence (P18054 whole entry, looked up): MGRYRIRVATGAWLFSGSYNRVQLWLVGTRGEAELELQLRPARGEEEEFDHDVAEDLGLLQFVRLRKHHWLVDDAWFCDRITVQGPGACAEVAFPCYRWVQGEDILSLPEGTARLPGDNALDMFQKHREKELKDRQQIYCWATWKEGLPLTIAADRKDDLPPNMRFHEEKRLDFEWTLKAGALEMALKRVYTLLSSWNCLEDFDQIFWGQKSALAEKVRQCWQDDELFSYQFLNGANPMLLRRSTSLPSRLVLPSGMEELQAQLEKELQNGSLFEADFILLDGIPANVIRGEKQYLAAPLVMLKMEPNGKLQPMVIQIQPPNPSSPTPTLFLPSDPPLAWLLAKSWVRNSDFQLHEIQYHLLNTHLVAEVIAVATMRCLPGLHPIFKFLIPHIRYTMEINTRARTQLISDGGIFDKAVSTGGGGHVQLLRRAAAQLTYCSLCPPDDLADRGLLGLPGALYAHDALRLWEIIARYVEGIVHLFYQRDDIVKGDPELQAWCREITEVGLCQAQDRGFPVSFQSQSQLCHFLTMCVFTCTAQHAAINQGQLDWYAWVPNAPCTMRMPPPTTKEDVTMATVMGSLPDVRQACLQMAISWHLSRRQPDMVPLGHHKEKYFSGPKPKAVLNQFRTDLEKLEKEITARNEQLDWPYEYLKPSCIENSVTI
#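 Purified human 12hLO (150 nM final) in 25 mM Hepes, 0.01% Triton X-100, pH 7.0 was preincubated 15 min at room temperature with compound. Then 40 uM arachidonic acid was added, 30 min. Hydroperoxide was read by Fe-XO absorbance ratio 573/405 nm.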
# APE1 inh: qHTS Assay for Inhibitors of the Human Apurinic/apyrimidinic Endonuclease 1 (APE1); DNA repair nuclease/redox regulator APEX1 (Homo sapiens), P27695; recombinant APE1, TAMRA/BHQ-2 abasic DNA cleavage fluorescence; Potency, µM (titrated, usually from 65.8 µM), inactives show at the highest dose activity change, negative = inhibition, hits mostly inhibitors; 0.35% of 350,000 active;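 further: potency means the concentration at half of the fitted maximal effect; plate controls were vehicle for no effect and reference inhibitor for full effect; nearly all actives have a fitted effect of over 55% in size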
#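 Step 1: APE1 (0.75 nM) with compound, 15 min RT. Step 2: add 50 nM fluorophore/quencher THF duplex. Step 3: three fluorescence reads 60 s apart (525/598 nm); read 3 minus read 1 = reaction progress.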
# POLB inh: qHTS Assay for Inhibitors of DNA Polymerase Beta | P06746 | Pol beta primer extension/strand displacement, fluorescence kinetic | Potency, µM (top dose mostly 114 µM), for the others: at the highest dose activity change, negative = inhibition, hits mostly inhibitors | 1.3% of 340,000 active | AID 485314, 2010; further: potency means the concentration at half of the fitted maximal effect; on the % scale 0 is the no-effect control and ±100 the full control effect
#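 Preincubation: enzyme (10 nM) with compound, 15 min, RT. Reaction: substrate added to 50 nM final. Reads: 0 and 10 min. Analysis: normalized, Hill fit.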
# POLI inh: qHTS for Inhibitors of Polymerase Iota; AID 588590, 2011; Pol iota fluorescent replication assay, 10 min; 1% of 390,000 active; DNA polymerase iota (Homo sapiens), Q9UNA4; Potency, µM (series often up to 115 µM), inactives show top-dose activity, negative = inhibition, most hits filed as inhibitors; further: potency means the concentration at half of the fitted maximal effect
#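 Fluorescent replication assay read twice, at 0 min and 10 min after adding 50 nM (final) substrate. Enzyme (10 nM) and compounds were first incubated 15 min at room temperature; enzyme-free buffer wells were negative controls.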
# ERG Ets-DNA blk: qHTS for Small Molecule Inhibitors of the ERG Ets/DNA interaction | Transcriptional regulator ERG (Homo sapiens), P11308 | AID 624246, 2012 | fluorescence polarization, His-ERG Ets domain / labelled DNA | Potency, µM (titrated, usually from 76.9 µM), inactives show top-dose FP activity, negative = inhibition, hits mostly inhibitors | 0.028% of 370,000 active; active means well fitted inhibition curve with a large enough effect in the polarisation, with a control signal flat; inconclusive means small, poorly fitted or top-dose-only effect, or effect the other way, or a change in a side signal; inactive means no such curve, though single readings can be large or run the other way; the % refers to the polarisation;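 further: polarization taken with two DNA probes labelled with fluorescein and Texas red; potency means the concentration at half of the fitted maximal effect; % of control where 0% means no effect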
#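 His-tagged ERG Ets domain (1 uM in the protein solution; 300mM KCl, 50mM Tris-HCl, 1mM EDTA, 1mM DTT, pH 7.5) received compound, then a probe mix of 5 nM fluorescein-DNA and 100nM Texas-615-DNA. Fluorescence polarization was read for both dyes.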
# BLM helicase inh: qHTS Assay for Inhibitors of Bloom's syndrome helicase (BLM); 0.2% of 350,000 active; AID 2528, 2010; Potency, µM (doses to about 56.1 µM), for inactives: at the highest dose activity change, negative = inhibition, actives largely listed as inhibitors; RecQ-like DNA helicase BLM (Homo sapiens), P54132; recombinant BLM DNA unwinding, fluorescence dequenching;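 further: potency means the concentration at half of the fitted maximal effect; plate controls were vehicle for no effect and no enzyme for full effect; nearly all actives have a fitted effect of over 35% in size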
# TRHR ag: qHTS for Small Molecule Agonists and Allosteric Enhancers of Human TRH Receptor: Primary Screen for Agonists | activation, % at 2 µM | 0.18% of 360,000 active | TRHR cells, calcium flux fluo-8, FDSS agonist mode; in the data active means activation above about 30%; further: 0% is about no effect
# Target sequence (P34981 whole entry, looked up): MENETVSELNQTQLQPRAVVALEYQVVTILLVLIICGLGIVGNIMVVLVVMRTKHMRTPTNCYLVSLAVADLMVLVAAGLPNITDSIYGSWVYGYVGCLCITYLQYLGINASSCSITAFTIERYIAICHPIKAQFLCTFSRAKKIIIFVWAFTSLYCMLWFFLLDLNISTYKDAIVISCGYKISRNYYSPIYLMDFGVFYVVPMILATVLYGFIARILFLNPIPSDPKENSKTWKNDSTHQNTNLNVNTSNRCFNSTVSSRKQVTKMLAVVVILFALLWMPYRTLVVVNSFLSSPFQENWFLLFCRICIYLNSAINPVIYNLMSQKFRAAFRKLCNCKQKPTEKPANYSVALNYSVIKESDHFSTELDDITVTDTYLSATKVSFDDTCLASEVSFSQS
#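 TRHR-expressing cells loaded with fluo-8 calcium dye; 23 nL library compound pin-transferred, kinetic FDSS fluorescence (Ex 480/Em 530) recorded about 180 s for agonist-induced calcium release, before a 10 nM TRH EC20 addition for potentiator mode.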
# Pol kappa inh: qHTS for Inhibitors of Polymerase Kappa. DNA polymerase kappa (Homo sapiens), Q9UBT6. purified Pol kappa, fluorescent DNA synthesis assay, 10 min. Potency, µM (doses to about 107 µM), for inactives: top-dose activity, negative = inhibition, actives largely listed as inhibitors. 0.53% of 400,000 active. AID 588579, 2011; further: potency means the concentration at half of the fitted maximal effect; on the % scale 0 is the no-effect control and ±100 the full control effect
#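 50 nM final substrate added after 15 min RT preincubation of 10 nM Pol kappa with compound; fluorescence read at 0 and 10 min.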
# * = called active by the depositor; ? = inconclusive; · = no result given; & = joins results of further samples; [ ] = remark or other dose. Unless noted, the call rests on the fitted dose curve; in most records, active means well fitted curve in the direction sought with a large enough effect; inconclusive means small, poorly fitted or top-dose-only effect, or another doubt; inactive means no such curve, though single readings can be large; an effect the other way counts as inactive or inconclusive. Some of the compounds tested. The share of hits here may be higher or lower than overall.
SMILES,Anesthetic bind,12-LOX inh,APE1 inh,POLB inh,POLI inh,ERG Ets-DNA blk,BLM helicase inh,TRHR ag,Pol kappa inh
CC1(C)CC(c2nc(-c3ccc(Br)cc3)cs2)CCS1 (centres undefined),-2%,?,1%,7%,13%,6%,-14%,1.5,12%
NC(=O)c1c(NC(=O)C2CCCO2)sc2c1CCC2 (centres undefined),-13%,10%,-4%,32%,51%[activator],-2%,-3%,0.0,-17%
COc1cc2c(cc1O)C(Cc1ccc(O)cc1)N(C)CC2 (centres undefined),-3%,·,7%,·,·,·,3%,·,-7%[60.1 µM]
CSc1nc(C)c(Cc2c(F)cccc2Cl)c(=O)[nH]1,-8%,55%[activator],-3%,-3%,2%,-14%,-3%,0.1,-2%
COc1ccccc1Nc1nnc(SCC(=O)N2CC(=O)Nc3ccccc32)s1,-4%,3%,?,24%[57.1 µM],13%,-1%,1%,-0.1,-12%
CN(O)C(=O)Nc1ccc([N+](=O)[O-])cc1,-11%,-18%,4%,2%,15%,-3%,-2%,-0.7,-7%
O=C(O)CC(Cc1ccccc1)c1ccc2c(c1)OCO2 (centres undefined),-5%,-29%,-2%,16%,4%,2%,-1%,0.3,-13%
CC(C)(C)NC(=O)CN(Cc1ccc2c(c1)OCO2)C(=O)CNC(=O)c1cccs1,-20%,·,-5%,-11%,·,·,3%,0.7,·
COc1ccc(NC(=O)CSc2nc3ccsc3c(=O)n2Cc2ccccn2)c(OC)c1,-5%,-1%,-2%,2%,27%,9%,1%,-0.7,-5%
Cc1cccc(-c2c3c(=O)n(C)c(=O)n(C)c3cn2C2CCCCC2)c1,-11%,0%,1%,36%,14%,5%,-2%,-1.0,0%
O=C1CCCN1CCC(=O)N1CCCC(CO)(Cc2ccccc2)C1 (centres undefined),-4%,10%,90%[activator],6%,-21%,-3%,-2%,0.4,-3%
CC(C(=O)NCCCN1CCOCC1)n1cccc1C(=O)c1ccccc1 (centres undefined),-6%,8%,5%,-6%,-1%,-9%,1%,0.2,-11%
Cc1ccccc1OCC(=O)Nc1nnc(SCc2cc(=O)n3cc(Cl)ccc3n2)s1,-12%,-21%,·,-15%,-10%,3%,-7%,-0.5,-9%[60.1 µM]
COc1ccc(-n2ccnc(NCCc3ccc(S(N)(=O)=O)cc3)c2=O)cc1Cl,-2%,-28%,·,20%,3%,5%,-2%,0.2,25%
NNC(=S)NCCc1ccccc1,?,?,2%,2%,52%[activator],2%,-7%,-0.2,-12%
O=S(=O)(c1cccs1)N1CN(Cc2ccccc2)c2nc3ccccc3nc21,-7%,14%,-3%,4%,8%,-3%,-8%,0.2,-11%
CCN(CC)c1ncnc2c1cnn2C,-21%,13%,-2%,15%,30%[activator],·,3%,0.8,-6%
O=C(Nc1nccs1)c1ccc(COc2ccccc2)o1,-8%,?,21%,15%,152%[activator],-14%,-3%,0.1,-12%
CCOc1cc(C(=O)N2CCC(CC3CC(c4ccccc4)=NO3)(C(=O)NCc3ccc(OC)cc3)CC2)cc(OCC)c1OCC (centres undefined),·,?,·,·,15%,10%,·,·,-2%
CC(=O)c1cc(-c2ccccc2)[nH]c1N1CCOCC1,-1%,?,12%,16%,6%,·,-2%,0.3,-5%
Oc1ccc2ccccc2c1CN1CCCC1,-5%,?,-1%,-1%,45%[activator],-4%,-3%,1.4,-7%
CCOc1ccc(/C=C/c2nc(C#N)c(Nc3ccc(OC)cc3)o2)cc1,0%,6%&-11%,·,10%,21%,-1%,-2%,0.0,8%
COc1ccc(NC(=O)Cn2c(=O)n(Cc3ccco3)c(=O)c3sc4ccccc4c32)cc1Cl,-1%,?,·,15%,20%,0%,-4%,1.1,-4%
Nc1nc(SCC(=O)Nc2cc(C(F)(F)F)ccc2Cl)[nH]c(=O)c1NC(=O)c1ccco1,0%,-14%,45%,?,18%,9%,0%,-0.1,0%
CCCOc1ccc(/C(O)=C2/C(=O)C(=O)N(CCCOC)C2c2cccnc2)cc1 (centres undefined),5%,?,0%,3%,?,2%,-3%,-0.1,-9%

# Carrying on:
SMILES,Anesthetic bind,12-LOX inh,APE1 inh,POLB inh,POLI inh,ERG Ets-DNA blk,BLM helicase inh,TRHR ag,Pol kappa inh
COc1ccc(C(=O)Nc2cccnc2)cc1,-5%,0%,-7%,0%,2%,·,0%,0.0,-4%[60.1 µM]
COc1ccc(C2C(C#N)=C(N)Oc3cccc(O)c32)cc1 (centres undefined),4%,80%[activator],-8%,27%,3%,3%,-9%,0.8,2%
Cc1ccc(NC(=S)Nc2cccc3cnccc23)cc1C,?,?,-4%,1%,133%[activator],-4%,-12%,-0.7,-21%
Cc1sc2nc(CN3CCOCC3)[nH]c(=O)c2c1-c1ccccc1,-6%,13%,0%,1%,-6%,·,-3%,0.9,-2%
CC(=O)N1CCC(Nc2ccc(C)cc2)CC1,0%,25%,-1%,-2%,-7%,-5%,-1%,0.1,-4%
O=C(COC(=O)c1cccc(OC(F)F)c1)NCC1CCCO1 (centres undefined),·,3%,-1%,·,34%[activator],-5%,·,·,2%
COc1ccc2c(c1)CCc1c(C(=O)N3CCCCCC3)noc1-2,?,24%,-3%,3%,-13%[58.9 µM],-10%,-3%,-0.1,-25%
CCc1nnc(NC(=O)c2ccc(S(=O)(=O)N3CCc4ccccc4C3)cc2)s1,-11%,12%,-1%,4%,-1%,9%,-1%,0.1,-10%
COc1ccc(NS(=O)(=O)c2ccc(OC)c(NC(=O)CNC(=O)c3ccc(OC)cc3)c2)cc1,·,2%,8%,·,-4%,10%,·,0.4,-8%
COc1ccc(Cn2ccc3nc(C)c(C(=O)NCc4ccc(F)cc4)cc3c2=O)cc1,-1%,-14%,·,12%,-7%,5%,-4%,-0.3,3%
COC(=O)c1ccccc1NC(=O)c1noc2c1CSc1ccccc1-2,-9%,-6%,·,23%,-10%,-4%,-9%,0.8,-22%
Cc1ccc(C(=O)N/N=C/c2ccc(N3CCOCC3)cc2)c(C)c1,-1%,1%,-5%,-1%,56%[activator],2%,-1%,0.4,-6%
O=C(CSc1cccc[n+]1[O-])Nc1ccc(Cl)cc1F,·,1%,0%,·,8%,-9%,·,·,3%
O=C(Cn1cc([N+](=O)[O-])ccc1=O)N1CCc2ccccc2C1,·,-24%,48%[activator],·,24%,-2%,·,·,-16%
Cc1cc(-c2ccco2)n(CC(=O)NCc2ccccc2)n1,-6%,5%[57.4 µM],-6%,5%,12%,0%,0%,0.3,-18%
CCN(CC)C(=O)c1[nH]cnc1C(=O)N[C@@H](C)c1ccccc1,·,18%,34%,·,12%,-17%,·,-0.3,11%
COc1ccc(N2CCN(C(=O)COC(=O)CCOc3ccccc3C)CC2)cc1,·,-5%,-7%,·,29%,-2%,·,-0.3,5%
Nc1cc(=O)[nH]c(SCCOc2ccccc2)n1,-10%,?,-6%,-10%,59%[activator],13%,-6%,0.6,6%
CCOc1ccc(NC(=O)c2nn(C)c3c2CS(=O)(=O)c2ccccc2-3)cc1,-10%,4%,·,2%,25%,0%,-1%,-0.5,-2%
CCOC(=O)c1[nH]c(C)c(C(=O)NCc2ccccc2Cl)c1C,-5%,-23%,·,2%,8%,-1%,-2%,-0.8,4%
CCC1(C)Cc2c(c(=O)n(-c3ccccc3)c3ncnc(N)c23)CO1 (centres undefined),-7%,54%[activator],1%,5%,3%,-4%,-2%,0.4,-12%
O=C(Nc1cccc([N+](=O)[O-])c1)c1ccc2c(c1)OCCO2,-15%,1%,-3%,-10%,22%,-18%,-1%,0.5,-14%
CCOc1cccc(-c2cc(C(=O)N/N=C/c3ccc(OC)c(CN4CCOCC4)c3)c3ccccc3n2)c1,-13%,3%,-5%,?,9%,7%,-5%,0.6,0%
Cc1ccc(-n2ncc3c2CCCC3NC(=O)c2ccccc2N2CCOCC2)cc1C (centres undefined),-8%,?,-2%,25%,15%,-7%,-2%,1.3,-7%
CCOc1ccc(NC(=O)c2nn(C)cc2Br)cc1,-12%,-8%,3%,-17%,16%,5%,-1%,-0.5,3%
Cc1cc(NC(=O)c2cc3n(n2)C(C(F)(F)F)CC(c2ccco2)N3)no1 (centres undefined),-3%,36%[57.4 µM],5%,1%,42%[activator],0%,-4%,0.3,-25%
COc1ccc(-c2c(C)c3ccc(O)c(CN4CCCC(C)C4)c3oc2=O)cc1OC (centres undefined),17%,-10%,·,6%,-22%,1%,0%,0.3,-12%[60.1 µM]
Oc1ccc(C(c2nnnn2C2CCCC2)N2CCc3ccccc3C2)cc1 (centres undefined),-16%,?,-4%,7%,2%,8%,-10%,45*,-5%
Cc1ccc(N2C(=O)CC(c3ccccc3F)C3=C2COC3=O)cc1Cl (centres undefined),-1%,-8%,·,0%,-9%,0%,-4%,1.6,10%

# As entered above:
# CCOc1ccc(NC(=O)c2nn(C)c3c2CS(=O)(=O)c2ccccc2-3)cc1 in Pol kappa inh reads -2%
# Nc1cc(=O)[nH]c(SCCOc2ccccc2)n1 in Pol kappa inh reads 6%

# Compound activity deposited in PubChem by National Center for Advancing Translational Sciences (NCATS).
